ADAM17 inh = ADAM17 inhibitors, primary screen, biochemical, QFRET. Disintegrin and metalloproteinase domain-containing protein 17 (Homo sapiens), P78536. recombinant ADAM17, EDANS/DABCYL FRET peptide cleavage. 370,000 compounds, 0.83% hits. AID 720648, 2013. inhibition, % at 6.95 µM;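 active = inhibition above the mean of compounds lying between control limits plus 3 SD, set per campaign, cut at about 8.5% in these data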;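 note: 0% = DMSO-only wells as the low control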
Target sequence (P78536 215-824 limits assumed): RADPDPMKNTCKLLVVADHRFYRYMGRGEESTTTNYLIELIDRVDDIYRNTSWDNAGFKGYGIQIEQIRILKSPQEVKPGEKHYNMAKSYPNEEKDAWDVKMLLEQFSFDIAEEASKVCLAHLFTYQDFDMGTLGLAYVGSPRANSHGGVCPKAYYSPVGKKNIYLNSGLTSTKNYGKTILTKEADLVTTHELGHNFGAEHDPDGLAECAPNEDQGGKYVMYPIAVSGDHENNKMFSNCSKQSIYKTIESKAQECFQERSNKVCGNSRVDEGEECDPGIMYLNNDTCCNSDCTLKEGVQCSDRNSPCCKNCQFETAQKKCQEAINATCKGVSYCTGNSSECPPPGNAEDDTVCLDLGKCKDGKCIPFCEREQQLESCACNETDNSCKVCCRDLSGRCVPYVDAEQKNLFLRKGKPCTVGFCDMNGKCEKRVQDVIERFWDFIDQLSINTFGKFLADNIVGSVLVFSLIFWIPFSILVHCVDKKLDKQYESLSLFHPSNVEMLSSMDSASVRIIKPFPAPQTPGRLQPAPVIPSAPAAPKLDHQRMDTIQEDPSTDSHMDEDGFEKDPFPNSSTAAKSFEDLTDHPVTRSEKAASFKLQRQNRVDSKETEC
PLCg1 inh = PLC-gamma1 enzyme inhibitors, primary screen, biochemical, fluorescence, purified enzyme; inhibition, % at 12.2 µM; 1-phosphatidylinositol 4,5-bisphosphate phosphodiesterase gamma-1 (Homo sapiens), P19174; 370,000 compounds, 0.84% hits; fluorogenic substrate; in the data active = inhibition above about 9.5%
DDE Tn6 FP inh = inhibitors of Tn6 peptide binding to fibrin DD(E), primary screen, biochemical, fluorescence polarization, human fibrin, Tn6 probe; Fibrinogen beta chain (Homo sapiens), P02675; inhibition, % at 8.3 µM; Fibrin DD(E) TRITC-Tn6 fluorescence polarization displacement; 370,000 compounds, 0.21% hits;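 active = inhibition above a per-campaign cutoff: mean of compounds within control limits plus 3 SD, cut at about 15% in these data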;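 note: 0% = median of all compound wells on the plate and 100% = blocking peptide control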
Tn7 DDE FP = inhibitors of Tn7 peptide binding to fibrin DD(E), primary screen, biochemical, fluorescence polarization, human fibrin, Tn7 probe; Fibrinogen beta chain (Homo sapiens), P02675; FP displacement of FITC-Tn7 peptide from fibrin DD(E); 0% = median of compound wells per plate; inhibition, % at 8.3 µM; 370,000 compounds, 0.13% hits; AID 720508, 2013;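 active = inhibition above the mean of compounds falling within the control limits plus 3 SD of them, cut at about 14% in these data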;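 note: 0% = plate median of compound wells and 100% = 10 µM Aha-Tn7 peptide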
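Assay system: Human fibrin DD(E) protein | Medium: Tris buffer with calcium and detergent, pH 7.8 | Reagent: 0.1 µM fluorescent Tn7 | Compound dosing: Single point at 8.3 µM | Times: 10 min preincubation, 3 h with tracer, room temperature | Detection: Fluorescence polarization of the labelled Tn7 tracer | Controls: Aha-Tn7 high control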
ARFGAP1 inh = inhibitors of rat ARFGAP1 GAP activity, primary screen, biochemical, fluorescence polarization, GDP tracer | Arfgap1-stimulated ARF1 GTP hydrolysis, GDP FP detection | 360,000 compounds, 0.26% hits | inhibition, % at 16.5 µM | AID 651572, 2012 | ADP-ribosylation factor GTPase-activating protein 1 (Rattus norvegicus), Q62848;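 active = inhibition above a per-plate limit, mean inhibition of low control wells plus 3 SD, cut at about 25% in these data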;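 note: 0% = DMSO wells with enzyme and 100% = wells lacking Arfgap1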
Target sequence (Q62848 1-136 limits assumed): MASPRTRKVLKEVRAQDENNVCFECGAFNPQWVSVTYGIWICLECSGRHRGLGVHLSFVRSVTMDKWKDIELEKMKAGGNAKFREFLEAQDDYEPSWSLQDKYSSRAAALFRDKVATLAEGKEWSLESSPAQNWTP
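System: truncated rat Arfgap1 GAP domain / Medium: HEPES-based buffer, pH 7.5 / Also added: N-terminally truncated human ARF1-GTP substrate / Incubation: enzyme reaction 120 min at 25 °C after 20 min preincubation / Measured by: FP of antibody-bound GDP Alexa 633 tracer, ex 620/em 688 nm / Replicates: singlicate, each compound tested once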
ADAM10 inh = human ADAM10 inhibitors, primary screen, biochemical, QFRET, HTS. Disintegrin and metalloproteinase domain-containing protein 10 (Homo sapiens), O14672. recombinant ADAM10, EDANS/DABCYL FRET peptide cleavage, 3 h. inhibition, % at 7 µM. 370,000 compounds, 0.62% hits. AID 720582, 2013;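 active = inhibition above a per-campaign cutoff equal to the mean of compounds falling between control-based bounds plus 3 SD, cut at about 20% in these data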;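 note: 0% = DMSO wells while the 100% control is not disclosed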
KLK7 zymogen act = proKLK7 zymogen activators, primary screen, biochemical, fluorescence intensity. activation, % at 7 µM. 370,000 compounds, 0.9% hits. Kallikrein-7 (Homo sapiens), P49862. purified proKLK7, EDANS-DABCYL substrate fluorescence; 100% is mature enzyme control, 0% vehicle. AID 652039, 2013;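 active = activation above the mean of all tested compounds plus 3 SD, computed per campaign excluding outliers beyond control limits, cut at about 13% in these data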
Target sequence (P49862 whole entry, looked up): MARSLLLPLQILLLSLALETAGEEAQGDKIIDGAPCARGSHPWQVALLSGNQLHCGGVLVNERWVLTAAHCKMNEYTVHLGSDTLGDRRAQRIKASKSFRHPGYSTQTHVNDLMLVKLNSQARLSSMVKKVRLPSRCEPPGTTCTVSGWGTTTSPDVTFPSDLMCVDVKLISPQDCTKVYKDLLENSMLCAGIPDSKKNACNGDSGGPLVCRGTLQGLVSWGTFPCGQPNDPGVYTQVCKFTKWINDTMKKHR
LEDGF integ inh = blockers of LEDGF/p75-dependent integrase strand transfer – biochemical, TR-FRET, high throughput, primary screen. 370,000 compounds, 0.64% hits. TR-FRET IN-LEDGF/p75 DNA integration, Eu/Cy5. inhibition, % at 3.7 µM;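 active = inhibition above the screen-wide mean plus 3 SD, cut at about 13% in these data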;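 note: signal is the Cy5 over europium emission ratio at 671 and 618 nm; 0% = plate median of compound wells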
ASAP1 inh = inhibitors of human ASAP1 ArfGAP activity, primary screen, biochemical, fluorescence polarization; inhibition, % at 16.5 µM; 360,000 compounds, 0.19% hits; ASAP1-stimulated ARF1 GTP hydrolysis, GDP FP detection; in the data active = inhibition above about 25%;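 note: 0% = vehicle with enzyme and substrate and 100% = no enzyme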
TDP2 absorb = human TDP2 enzyme inhibitors, primary screen, biochemical, epi absorbance, recombinant enzyme | T5PNP hydrolysis, p-nitrophenol absorbance 415 nm | Tyrosyl-DNA phosphodiesterase 2 (Homo sapiens), O95551 | inhibition, % at 12.8 µM | 370,000 compounds, 0.34% hits | AID 720702, 2013;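 active = inhibition above the mean of all tested compounds plus 3 SD, set per campaign, cut at about 25% in these data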;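 note: 0% = DMSO with enzyme and 100% = buffer with substrate but no TDP2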
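System: recombinant human TDP2 / Amount: 120 nM TDP2 per well / Also added: 5 mM T5PNP chromogenic substrate / Doses: 12.8 µM single point, 1% DMSO / Incubation: 2 h at 37 °C / Detection: p-Nitrophenol epi absorbance / Evaluation: % inhibition relative to enzyme-containing and enzyme-free wells / Repeats: singlicate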
* marks the source's active call; other numbers are inactive results; i = inactive; nt = no result given.

SMILES	ADAM17 inh	PLCg1 inh	DDE Tn6 FP inh	Tn7 DDE FP	ARFGAP1 inh	ADAM10 inh	KLK7 zymogen act	LEDGF integ inh	ASAP1 inh	TDP2 absorb
O=C(CCCc1ccccc1)N1CCN(C2CCCCC2)CC1	-4	0	9	1	10	-7	-0.3	-1	13	3
Cc1cc(C=O)c(C)n1-c1sc2c(c1C(=O)O)CCCC2	1	-1	1	6	-4	9	-1.1	13	-8	4
C#CCNc1nc(C)nc2c1nnn2Cc1ccccc1F	-4	1	3	-7	11	-3	-0.5	0	1	4
CC1(C)CC(=O)c2cc(OCC(=O)N3CCOCC3)ccc2O1	-334	i	2	-3	0	i	44*	2	-11	11
Cc1ccc(S(=O)(=O)NC(=NC2CCCCC2)c2ccccc2)cc1	1	2	12	2	9	-1	0.7	-2	4	-4
c1ccc(Cn2nnnc2C(c2cccnc2)N2CCN(c3ccccc3)CC2)cc1 (centres undefined)	0	3	-2	-4	3	8	0.4	0	-3	-7
O=S(=O)(NCc1ccccc1)c1ccc(S(=O)(=O)NCC2CCCO2)cc1 (centres undefined)	-4	2	-8	4	5	-4	0.2	-1	-2	-6
Nn1c(COc2cccc(Cl)c2)nc2ccccc2c1=O	-5	-4	5	-3	-8	-7	-0.3	3	-8	0
CCOc1ccc(-c2nnn(CC(=O)Nc3cc(OC)ccc3OC)n2)cc1OCC	2	2	3	-7	10	10	-0.2	2	10	-11
CC(=O)Nc1ccc(-c2ccnc3c2CC(C(=O)NCC2CC2)O3)cc1 (centres undefined)	-4	3	5	6	-8	-1	-0.1	-3	-11	4
CCCCCCOc1ccc(C(CC(N)=O)C(=O)O)cc1 (centres undefined)	-2	1	2	-1	11	-5	-0.5	-1	-3	0
COc1ccc(C(=O)c2ccccc2Cl)cc1OC	-1	2	0	-7	12	4	-0.6	-2	9	0
Nc1ccc(C(=O)C(=O)c2ccccc2)cc1	4	5	-4	6	0	3	0.2	5	-6	6
Cc1ccc2[nH]c(=O)c(CN(Cc3nnnn3Cc3ccccc3)C3CCCC3)cc2c1	-30	-165	-1	5	11	-80	3.9	-1	5	5
Cc1ccc(C2=NS(=O)(=O)N(C)C(C(=O)NCc3ccc(F)cc3)=C2)cc1	0	-6	1	-5	11	-1	0.6	3	8	-6
Nc1nc(NCCOCCO)nc(NC2CCCCC2)c1[N+](=O)[O-]	0	7	-7	0	-8	0	0.2	6	16	-4
CCOC(=O)Nc1nc(-c2ccc(Cl)cc2Cl)cs1	-1	4	5	-1	-8	11	-0.2	6	11	-13
CC1CCCN(CCC(=O)Nc2ccc(Br)cc2)C1 (centres undefined)	2	6	1	-1	13	4	-0.3	-4	-1	-3
CN1CCN(NS(=O)(=O)c2ccc(Cl)cc2)CC1	0	1	-7	-4	-2	-2	-0.2	4	-3	10
COc1ccc(NC(=O)CSc2ccc3nnc(-c4cccnc4)n3n2)c(OC)c1	-2	1	-3	-3	10	-5	-0.1	3	8	16
COc1ccccc1CNC(=S)Nc1ccc2nc(N3CCN(C)CC3)cc(C)c2c1	-27	-13	-2	-8	6	-77	2.4	2	0	-3
CCc1ccc(O)c(N=Cc2ccccc2O)c1	0	-2	-3	3	1	-3	0.1	3	-8	4
O=C(CSCc1ccc(F)cc1)N1CCN(c2ccc(F)cc2)CC1	2	3	-10	-10	1	6	-0.7	1	4	-10
O=C(C[C@@H]1CC[C@H](NC(=O)c2ccc3c(c2)OCO3)[C@@H](CO)O1)NCc1ccc(F)cc1	-5	2	0	4	-2	-8	-0.9	-4	-9	-1
Cc1cc(Cl)c(OCCCNCc2ccccc2)c(Br)c1	0	7	-10	-4	2	5	-0.1	1	-5	3

Part of the list above, showing only ADAM17 inh, PLCg1 inh and LEDGF integ inh:
smiles | ADAM17 inh | PLCg1 inh | LEDGF integ inh
Nn1c(COc2cccc(Cl)c2)nc2ccccc2c1=O | -5 | -4 | 3
Nc1nc(NCCOCCO)nc(NC2CCCCC2)c1[N+](=O)[O-] | 0 | 7 | 6

More structures.
SMILES	ADAM17 inh	PLCg1 inh	DDE Tn6 FP inh	Tn7 DDE FP	ARFGAP1 inh	ADAM10 inh	KLK7 zymogen act	LEDGF integ inh	ASAP1 inh	TDP2 absorb
CS/C(=N\S(=O)(=O)c1cccs1)Nc1ccc(F)cc1	0	0	5	5	1	1	0.3	1	-5	2
C=C(C)CN(CC)C(=O)CCc1nnc(CCc2c[nH]c3ccccc23)o1	-2	2	-9	-2	-12	-6	-0.1	1	3	9
CCCCNC(=O)C[C@@H]1C[C@@]2(C(=O)OC)CCCCC=C2N(CCC2=CCCCC2)C1=O	-3	0	3	3	0	-6	0.6	-5	3	-7
Cc1cc(C(=O)NC2CCCc3c2cnn3-c2cccc(C)c2C)no1 (centres undefined)	-3	-4	-2	0	3	-1	-0.1	1	-19	-7
COc1ccc(CCC(=O)Nc2cc(Cl)ccc2N2CCN(C)CC2)cc1	-4	0	1	-1	12	9	0.0	2	-7	8
O=c1oc(-c2ccco2)nc2ccccc12	-4	0	7	4	-2	-1	0.1	3	2	4
O=C(C1CCCN(S(=O)(=O)c2cccc3cccnc23)C1)N1CCc2ccccc21 (centres undefined)	1	-2	9	5	-18	-12	0.6	3	14	2
C=CCn1c(-c2ccc(OC)c(OC)c2)n[nH]c1=S	-5	-3	0	4	0	-10	-0.5	1	-4	5
CC(=O)Nc1cccc(NC(=O)c2c(-c3c(Cl)cccc3Cl)noc2C)c1	0	1	-2	-5	15	3	0.1	-1	-3	5
CC1=C(C(=O)Nc2ccccc2C(F)(F)F)C(c2sccc2C)NC(=S)N1 (centres undefined)	1	3	-5	-5	5	0	-0.5	1	-8	-6
COc1ccc(SCC(=O)Nc2ccc(N3CCN(C)CC3)c(F)c2)cc1	-4	4	3	-3	11	-7	0.5	-3	9	-13
CC(=O)c1ccc(S(=O)(=O)N2CCC3(CC2)CC(=O)c2ccccc2O3)cc1	-15	-2	-2	0	8	-29	-0.3	4	4	-18
C/C(Cl)=C\C[N+](C)(C)CC(=O)OCCc1ccccc1	-3	-2	1	-1	15	-5	0.1	-1	2	-12
C[C@H]1COc2cc(Br)ccc2S(=O)(=O)N1Cc1cn(Cc2ccc(Br)cc2)nn1	-1	1	-13	-2	nt	-4	0.0	-3	nt	1
O=C(Nc1ccccc1F)Nc1ccccc1OC(F)F	-3	2	-1	4	0	-9	-0.1	0	13	4
O=C(NNC(=O)c1ccccc1O)c1ccc(Br)cc1	-1	0	5	1	5	-4	0.0	-9	7	-10
CCCc1nc(C)c(-c2ccc(OC)c(OC)c2)c(=O)[nH]1	1	-4	2	0	-6	5	0.1	0	-15	4
O=C(CCC(=O)N1CCOCC1)NCCc1ccccc1	-1	2	-4	-3	-18	-7	0.4	-1	-5	11
CCOc1ccc(NC(=O)CN(C)C(=O)c2cccnc2Sc2ccccc2Cl)cc1OCC	1	-4	3	3	-1	-3	0.5	-3	2	-10
c1ccc(-c2ccc(C3=Nn4c(nnc4-c4ccncc4)SC3)cc2)cc1	2	0	10	1	nt	1	0.3	-5	nt	10
Cc1cc(C)c2c(-n3cccc3)nn(C)c2n1	-2	-3	-1	-3	18	7	0.5	-3	11	15
Cc1ccc(C(C)C)c(OCC(=O)Nc2ccc3c(c2)nc(CN2CCCC2)n3C)c1	-6	-9	5	2	7	-9	0.2	1	-1	-5
O=c1ccccn1CCOc1ccc(Cl)cc1	-4	0	1	0	-6	-6	-0.9	-2	-7	10
COC(=O)[C@]12C[C@H](CC(=O)NCCc3ccccc3OC)C(=O)N(Cc3ccccc3)C1=C[C@H](COCc1ccccc1)O[C@@H]2C	2	0	13	4	nt	7	0.2	0	nt	-6
CC1CN(c2nc3c(c(=O)[nH]c(=O)n3C)n2Cc2ccccc2F)CC(C)O1 (centres undefined)	-3	0	1	0	-3	-3	0.3	-3	-2	13
SMILES	ADAM17 inh	PLCg1 inh	DDE Tn6 FP inh	Tn7 DDE FP	ARFGAP1 inh	ADAM10 inh	KLK7 zymogen act	LEDGF integ inh	ASAP1 inh	TDP2 absorb
CCCC(=O)OCC(=O)Nc1ccc(OC(F)F)cc1	0	0	-1	0	0	0	0.0	-2	-11	-2
CC1Cc2ccccc2N1C(=O)CSc1nc2ccccc2s1 (centres undefined)	1	2	-6	0	-1	14	0.2	0	-11	-2
CCCCNC(=O)OCCNC(=O)NC	1	3	-5	-6	10	-2	-0.1	0	2	4
O=C(c1cc(-c2ccc(Cl)cc2)n[nH]1)N1CCN(C(=O)c2ccco2)CC1	-2	-1	6	-1	5	8	0.1	2	-19	18
Cc1ccc(CCNC(=O)CN2C(=O)COc3ccc(S(=O)(=O)N4CCCCC4)cc32)cc1	-5	4	-4	1	8	4	0.1	-3	4	11
COc1ccc(N2CCN(C(=O)C(=O)c3c[nH]c4ccccc34)CC2)cc1	0	9.8*	3	-3	4	12	0.3	1	11	-23
O=C(Nc1ccccc1N(C(=O)c1ccco1)S(=O)(=O)c1cccs1)c1ccco1	-1	1	-2	4	0	4	0.3	-4	0	10
CCOC(=O)c1ccc2c(c1)nc(SCC(=O)c1ccco1)n2CC	1	2	-18	2	5	10	-0.4	4	1	-3
CSc1ccccc1NC(=O)c1cc(Cl)sc1Cl	-2	3	4	8	8	0	0.6	-2	-1	-7
CC1(C)Cc2ccccc2C(=NCCCC(=O)O)N1	-1	3	-1	-1	3	2	-0.2	-6	17	5
Cc1cccc(C)c1NC(=O)CSC(=O)c1sc2ccccc2c1Cl	0	4	-2	-7	-4	4	0.1	0	2	-7
Nc1cc(N2CCCCC2)c([N+](=O)[O-])cc1Cl	2	1	-10	14*	3	-2	0.2	-1	2	8

High-throughput results as filed in PubChem BioAssay.
